KKLEB tox = counter-screen for CF NF-kB inhibitors: cytotoxicity; KKLEB CF airway cells viability, ATPlite luminescence, overnight; stronger effect = lower value; cells stimulated with P. aeruginosa culture filtrate; 0.36% of 360,000 active; activity change (cytotoxicity), % at 5 µM;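 active means corrected activity change at or below -50% at 5 µM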
TWEAK-Fn14 inh = blocks TWEAK-Fn14 interaction in a reporter cell assay | TWEAK-stimulated Fn14 reporter cells, luciferase luminescence, 8 h | inhibition, % at 10 µM | 2% of 360,000 active; in the data active means inhibition above about 50%
TROY signal inh = inhibitors of TROY-dependent NF-kB signaling. Q293 LMP1-TROYcd NF-kB luciferase reporter, 4 h. 0.98% of 360,000 active. inhibition, % at 10 µM. AID 1347056;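 active means compounds whose plate-normalised and pattern-corrected inhibition of the luciferase reporter signal at the single screening dose is 50% or more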
CF NFkB inh = blocks PAF-induced NF-kB reporter in cystic fibrosis cells; KKLEB NF-kB-GFP reporter, GFP fluorescence overnight; inhibition, % at 5 µM; 0.86% of 360,000 active;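 active means at least 50% inhibition at 5 µM, scaled per plate between neutral and stimulator controls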;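 further: PAF is a Pseudomonas aeruginosa culture filtrate used as stimulus; plate controls were PAF-stimulated DMSO wells for no effect and unstimulated DMSO wells for full effect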
NR2F2 inh = NR2F2 (human) inhibition, primary screen; 0.7% of 370,000 active; inhibition, % at 8.6 µM; P24468; AID 686940; HEK293T NGFI-A luciferase reporter, luminescence;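 active means inhibition above a per-plate cutoff, mean inhibition of test wells between control levels plus 3 SD, cut at about 38% in these data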;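 further: cells cotransfected with COUP-TFII expression vector driving the NGFI-A reporter; 0% = median of COUP-TF2 test wells and 100% = reporter-only cells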
Target sequence (P24468 whole entry, looked up): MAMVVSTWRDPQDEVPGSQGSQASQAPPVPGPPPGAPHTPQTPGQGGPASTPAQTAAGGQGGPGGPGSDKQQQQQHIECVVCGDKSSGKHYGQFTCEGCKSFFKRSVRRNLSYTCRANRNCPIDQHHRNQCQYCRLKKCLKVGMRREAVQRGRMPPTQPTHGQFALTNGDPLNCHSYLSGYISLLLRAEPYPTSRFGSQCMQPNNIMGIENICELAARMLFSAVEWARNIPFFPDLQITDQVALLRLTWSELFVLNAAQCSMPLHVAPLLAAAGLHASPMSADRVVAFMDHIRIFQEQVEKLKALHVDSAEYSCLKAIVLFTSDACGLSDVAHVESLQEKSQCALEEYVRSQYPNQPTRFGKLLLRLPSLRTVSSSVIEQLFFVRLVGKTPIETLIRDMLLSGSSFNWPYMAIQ
NR5A2 inv ag = suppresses constitutive activity of human LRH-1. O00482. HEK293T StAR-luciferase reporter, LRH-1 transfected, 24 h. inhibition, % at 3.6 µM. 0.13% of 360,000 active;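 active means inhibition above the mean inhibition of all tested compounds plus 3 SD, cut at about 73% in these data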;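 further: 0% = DMSO wells and 100% = reporter-only cells lacking LRH-1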
Target sequence (O00482 whole entry, looked up): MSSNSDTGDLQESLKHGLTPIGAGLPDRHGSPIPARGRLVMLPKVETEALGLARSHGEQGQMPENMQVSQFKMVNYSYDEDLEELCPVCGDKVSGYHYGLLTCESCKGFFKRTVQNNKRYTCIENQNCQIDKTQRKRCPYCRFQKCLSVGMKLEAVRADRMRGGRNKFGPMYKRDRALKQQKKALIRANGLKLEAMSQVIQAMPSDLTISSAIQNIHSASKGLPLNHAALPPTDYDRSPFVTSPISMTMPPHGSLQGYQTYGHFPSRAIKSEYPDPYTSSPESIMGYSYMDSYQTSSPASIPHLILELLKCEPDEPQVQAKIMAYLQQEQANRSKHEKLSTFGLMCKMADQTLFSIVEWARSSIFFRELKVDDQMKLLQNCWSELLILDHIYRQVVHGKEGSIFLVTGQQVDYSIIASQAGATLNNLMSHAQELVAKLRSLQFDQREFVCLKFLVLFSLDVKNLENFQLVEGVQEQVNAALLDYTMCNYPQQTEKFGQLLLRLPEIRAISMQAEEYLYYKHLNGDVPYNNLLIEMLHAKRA
Shn3 3UTR inh = reduces Shn3 3'UTR luciferase signal in osteoblasts; Clone20 osteoblast Shn3 3'UTR firefly luciferase, 24 h; inhibition, % at 12.5 µM; 0.52% of 360,000 active;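 active means mean inhibition of at least 75% with every replicate also reaching 75%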;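 further: 0% = median of neutral control wells and 100% = pilot-screen positive control compound; some compounds past the cut are filed as inactive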
C8 TRAIL sens = caspase-8 TRAIL sensitization; NB7+C8 cells + TRAIL, ATPlite viability luminescence; inhibition (viability loss, TRAIL sensitization), % at 10 µM; 1% of 360,000 active; AID 624354;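 active means compounds causing at least 50% loss of cell viability in the single-dose screen, relative to plate controls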
NCOA1 inh = inhibits human SRC1 coactivator; Q15788; HEK293 GAL4-SRC1 luciferase reporter, luminescence; inhibition, % at 3.6 µM; 0.12% of 360,000 active; AID 588354;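 active means inhibition above the campaign mean plus 3 SD, with each screening campaign given its own cutoff, cut at about 60% in these data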;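 further: 0% = DMSO treated cells and 100% = gossypol at 36 µM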
LMP1 NFkB inh = Epstein-Barr LMP1 NF-kappaB reporter inhibition | LMP1-induced NF-kappaB luciferase reporter cells, luminescence | inhibition, % at 12.5 µM | 0.69% of 350,000 active; in the data active means inhibition above about 41%;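 further: 0% = neutral control wells and 100% = reference inhibitor control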
NCOA3 inh = human NCOA3 inhibition | inhibition, % at 3.6 µM | 0.17% of 360,000 active | HEK293 GAL4-SRC3 luciferase reporter, luminescence;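 active means inhibition above a per-campaign cutoff, the mean of all compounds plus 3 SD, cut at about 60% in these data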;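 further: 0% = DMSO-treated cells and 100% = gossypol-treated cells at 36 µM; higher means less SRC3-driven luciferase light from the GAL4 reporter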
* hit, by the source's call; nt = not tested or not shown. These rows are one share of the data. The share of hits here may be higher or lower than overall.

SMILES | KKLEB tox | TWEAK-Fn14 inh | TROY signal inh | CF NFkB inh | NR2F2 inh | NR5A2 inv ag | Shn3 3UTR inh | C8 TRAIL sens | NCOA1 inh | LMP1 NFkB inh | NCOA3 inh
Cc1ccc(C)c2sc(NC(=O)C3CC3)nc12 | 5 | 18 | -20 | -24 | -15 | 25 | -2 | -7 | 0 | -2 | -14
COc1cc(/C=C2/SC(=S)N(CC(=O)O)C2=O)ccc1OC(=O)c1ccco1 | 8 | 8 | -10 | 1 | 11 | 3 | -2 | 27 | 17 | 3 | 2
Cc1ccc(C)c(OCc2nnc(SCC(=O)NC(=O)NCc3ccco3)o2)c1 | -7 | -3 | -1 | 8 | -11 | -5 | 7 | -5 | 2 | -3 | -3
CCN(CC)c1ccc(NC(=O)CN2CCN(CC(=O)Nc3ccccc3OC)CC2)cc1 | 5 | -36 | 17 | 16 | -20 | 1 | 61 | -18 | -15 | 6 | 7
Cc1c(NC(=O)/C(C#N)=C/c2cccs2)c(=O)n(-c2ccccc2)n1C | -9 | 5 | 6 | -4 | 2 | 5 | 9 | -1 | 1 | -3 | -1
CCc1ccc(NC(=O)C(=O)c2ccccc2NC(C)=O)cc1 | 3 | -27 | -27 | -20 | -37 | -100 | -128 | 14 | -68 | -43 | -102
Cc1cc(OC(=O)c2cccs2)ccc1C(C)C | 7 | -24 | 33 | -1 | -15 | 0 | -9 | -15 | -23 | 0 | 1
Cc1ccc2c(c1)-c1c(cnn1CC(=O)N(CCC#N)c1ccccc1)CO2 | -6 | -14 | 8 | 20 | -4 | 7 | -18 | -3 | -1 | 1 | 6
CC(CNc1ccccc1O)C(=O)O (stereo not drawn) | 5 | 19 | 1 | -5 | 5 | -5 | -1 | -7 | -10 | -5 | 12
CCCCN(CCCC)CC(O)COc1ccccc1C(=O)Nc1ccccc1 (stereo not drawn) | -6 | 2 | -12 | -9 | -25 | 8 | 22 | 9 | 1 | 2 | 11
Fc1ccc(C2N(c3ccccc3)C(=S)N3CCCN23)cc1 (stereo not drawn) | -14 | 19 | -8 | -3 | 6 | -7 | 1 | -1 | -4 | 6 | 12
O=C1[C@H]2[C@@H](c3ccc(C(F)(F)F)cc3)N[C@]3(CCCN(Cc4ccc(F)cc4)C3=O)[C@H]2C(=O)N1Cc1ccccc1 | 3 | 95* | -3 | -30 | 9 | 25 | 1 | 5 | -1 | -13 | 13
CCOC(=O)[C@H]1[C@H]2COc3ccc(C)cc3[C@@H]2N2C(=O)c3cc(Cl)ccc3NC(=O)[C@@]12C | -10 | -6 | 12 | 4 | 9 | 9 | 8 | -2 | -6 | -1 | 20
COC(=O)CSc1ccnc2cc(Cl)ccc12 | -10 | 8 | 0 | 5 | 11 | 7 | 2 | -11 | 4 | 1 | 3
O=C(NC(c1ccc(-c2ccccc2)cc1)c1cnccn1)C1CCN(Cc2cccc(C(F)(F)F)c2)CC1 (stereo not drawn) | -20 | -8 | 25 | 18 | nt | -1 | 24 | 19 | 1 | nt | -20
CCOc1ccc(C(C)=O)cc1CSc1nnc(-c2ccncc2)n1CCOC | -4 | 13 | -9 | -1 | 0 | 12 | -1 | -21 | -43 | 7 | -6
COc1ccc(CNC(=O)c2[nH]c(C(F)(F)F)nc2-c2ccccc2)cc1OC | -8 | -9 | 0 | -6 | -1 | -12 | -7 | -6 | 15 | nt | 8
Cc1ccc(NC2(c3nnnn3-c3c(C)cccc3C)CCCCC2)cc1 | -9 | 1 | -11 | 17 | 5 | 2 | 8 | 13 | 6 | 2 | 14
COC(=O)/C=C/c1ccc(OC(=O)OC)c(OC(=O)OC)c1 | -6 | -8 | -32 | 5 | -19 | -28 | 1 | 29 | -20 | 3 | -37
COc1ccc(-c2cn3nc(C)c(C)nc3n2)cc1OC | 4 | -10 | 9 | -3 | -60 | -37 | -71 | -7 | -59 | -5 | -41
O=C(CN1C(=O)NC2(CCc3ccccc32)C1=O)NCc1cccc(C(F)(F)F)c1 (stereo not drawn) | 12 | 7 | -3 | -34 | -2 | 13 | -4 | -2 | -2 | 7 | -2
CC(C)CN(C(=O)C1CSC2(C)CCC(=O)N12)c1c(N)n(Cc2ccccc2)c(=O)[nH]c1=O (stereo not drawn) | 13 | 9 | 1 | 8 | 13 | 5 | -5 | 14 | -6 | 2 | 12
CCOC(=O)Cn1c2[n+](c3ccccc31)CC(O)CS2 (stereo not drawn) | 10 | -6 | -18 | -6 | -1 | -32 | -6 | 2 | -26 | -14 | 13
CC1(Cc2cccc(F)c2)C(=O)Nc2ccc(OC(F)(F)F)cc21 (stereo not drawn) | -4 | 12 | 1 | -9 | -3 | 3 | 5 | -4 | 15 | nt | 11
COC(=O)c1ccccc1NC(=O)Nc1cc(C)ccn1 | 8 | -8 | 8 | -11 | 2 | -2 | -4 | -10 | 13 | 10 | 2

New compounds follow
SMILES | KKLEB tox | TWEAK-Fn14 inh | TROY signal inh | CF NFkB inh | NR2F2 inh | NR5A2 inv ag | Shn3 3UTR inh | C8 TRAIL sens | NCOA1 inh | LMP1 NFkB inh | NCOA3 inh
CCN1CCN(CC(O)COc2ccc3c(C)cc(=O)oc3c2)CC1 (stereo not drawn) | 4 | 3 | -7 | 6 | 9 | 1 | 14 | -14 | 4 | 3 | 1
COc1ccc(CCNC(=O)CC(=O)NCCc2ccc(OC)cc2)cc1 | 3 | 30 | -8 | -8 | -5 | 26 | -8 | 1 | -20 | -4 | 5
C=CCn1c(COc2cccc(C)c2C)nnc1SCC(=O)N1CCN(c2ccccc2)CC1 | -1 | 45 | 31 | 10 | 44* | 10 | 43 | 19 | 1 | 15 | 0
COCCN1CCN(C(=O)c2cc(COc3ccc(F)c(F)c3)on2)CC1 | 8 | 77* | -23 | -4 | -23 | 2 | -10 | -10 | -58 | -2 | 4
O=c1oc2cc(OCc3c(F)cccc3Cl)ccc2cc1-c1ccccn1 | -5 | 29 | 10 | 15 | 6 | -16 | -25 | -4 | -5 | -30 | -15
COc1ccc(CCNC(=O)c2nc(-c3cccs3)no2)cc1OC | 2 | 10 | 17 | 1 | -1 | -18 | 29 | -3 | 1 | 3 | -9
COc1ccc(-n2[nH]c(C)cc2=O)cc1 | -2 | -2 | 17 | 7 | 2 | 9 | 9 | -33 | -7 | -5 | 12
CCOC(=O)c1cccc(N2C(=O)C3C4C=CC(CC4)C3C2=O)c1 (stereo not drawn) | 0 | 19 | 7 | -5 | 19 | 12 | -3 | -4 | 7 | 3 | -1
CC1=C(C(=O)Nc2ccccc2)C2(CCCCC2)C(C(N)=O)C(=S)N1 (stereo not drawn) | -5 | -8 | -5 | 13 | 10 | -5 | 21 | -5 | -10 | 7 | -4
O=C1Nc2ccccc2/C1=N\N=C\c1ccc(O)c(O)c1 | -9 | 11 | -2 | -17 | -1 | -4 | -14 | 57* | -21 | -15 | -12
Cn1c(CNc2nc3ccccc3n2C)nc2ccccc21 | -5 | -17 | -34 | 0 | -26 | -69 | -39 | 0 | -40 | 3 | -46
COC(=O)c1ccccc1NC(=O)CN(C)S(=O)(=O)c1ccc(OC)cc1 | -8 | -17 | 13 | 9 | 10 | -6 | 5 | 11 | -16 | -1 | 17
O=C(COC(=O)C1(c2ccccc2F)CCCC1)N1CCOCC1 | 2 | -13 | 21 | 3 | -8 | -2 | -1 | -4 | -7 | -4 | 20
O=C(c1cccnc1)N1N=C(C2CC2)CC1(O)C(F)(F)F (stereo not drawn) | -1 | -40 | 1 | 6 | 7 | -5 | -6 | -2 | -11 | -8 | 3
COc1cc(C(CCN2CCOCC2)c2c(OC)cc(OC)c3c2OC(=O)CC3c2ccc(N(C)C)cc2)cc(OC)c1OC (stereo not drawn) | -1 | -16 | 1 | -7 | 8 | -13 | -8 | 9 | 4 | -5 | -2
C[C@H]1CN([C@@H](C)CO)C(=O)CCCn2nncc2CO[C@@H]1CN(C)C(=O)Nc1ccnc(N2CCOCC2)c1 | 15 | 4 | -2 | -5 | -8 | 13 | -2 | -9 | 8 | 3 | 5
Cn1nc(C(=O)Nc2cccnc2)c2ccccc2c1=O | 10 | 1 | -11 | -22 | -13 | 1 | -3 | 5 | -1 | -9 | 11
C#CCOCCOCCOCCNc1nc(N2CCN(C(=O)Cn3cc(CC(C)O)nn3)CC2)nc(N2CCN(C(=O)Cn3cc(CC(C)O)nn3)CC2)n1 (stereo not drawn) | 13 | 8 | 3 | 11 | 3 | -25 | -28 | -18 | -7 | 0 | -19
COCc1ccc(C(=O)NC2CCCN(Cc3ccccc3F)C2)o1 (stereo not drawn) | -9 | 3 | -5 | 3 | 10 | 2 | -1 | 6 | -13 | -2 | -4
CCC(/C=N/NC(=O)C(N)=O)CC | 12 | 10 | 0 | 4 | 15 | -25 | 1 | 3 | -1 | -3 | 4
Cc1ccc(C(=O)OCC(=O)NC(=O)NCc2ccccc2)cc1C | 3 | 6 | -7 | 4 | 7 | 0 | -7 | -2 | -8 | 2 | -4
Cc1cc(NCC2CCCO2)n2c(nc3ccccc32)c1C#N (stereo not drawn) | -16 | -6 | -12 | -20 | 8 | 8 | 4 | 12 | -8 | 18 | -14
COc1ccc(NC(=O)COC(=O)Cn2cnc3ccccc3c2=O)c(OC)c1 | 2 | -5 | 4 | -12 | -3 | 0 | -11 | 5 | -6 | -7 | -7
N#CCSc1nnc(Cc2ccc3c(c2)OCO3)o1 | 10 | -13 | -5 | -14 | -6 | 3 | 17 | -5 | -4 | -1 | 15
O=C(NCCN1C(=O)S/C(=C/c2cccnc2)C1=O)C1CC(=O)N(Cc2ccccc2)C1 (stereo not drawn) | -6 | 11 | -3 | 7 | -5 | -9 | -4 | 4 | -6 | 11 | 4

Three of the entries above in order of the Shn3 3UTR inh value, high to low.
SMILES | Shn3 3UTR inh
CC1=C(C(=O)Nc2ccccc2)C2(CCCCC2)C(C(N)=O)C(=S)N1 (stereo not drawn) | 21
O=C(NCCN1C(=O)S/C(=C/c2cccnc2)C1=O)C1CC(=O)N(Cc2ccccc2)C1 (stereo not drawn) | -4
COc1ccc(CCNC(=O)CC(=O)NCCc2ccc(OC)cc2)cc1 | -8

The listing continues.
SMILES | KKLEB tox | TWEAK-Fn14 inh | TROY signal inh | CF NFkB inh | NR2F2 inh | NR5A2 inv ag | Shn3 3UTR inh | C8 TRAIL sens | NCOA1 inh | LMP1 NFkB inh | NCOA3 inh
Cc1cc(=O)n2nc(N3CCCC(C(=O)NCCCN4CCc5ccccc5C4)C3)sc2n1 (stereo not drawn) | -2 | -6 | -6 | 1 | -3 | 2 | 17 | -5 | 2 | 1 | -7
O=S(=O)(c1ccc(Cl)nc1)N1CCN(Cc2ccc3c(c2)OCO3)CC1 | 6 | -19 | -3 | -7 | 9 | 25 | -6 | -4 | -18 | 5 | -1
Cc1cccnc1C(NC(=O)C1CCN(Cc2ccc3ccccc3n2)CC1)c1ccc(Cl)cc1 (stereo not drawn) | -7 | 18 | 8 | 9 | -7 | 6 | 6 | 13 | -3 | nt | -6
O=C(N[C@@H](Cc1ccccc1)C(=O)N1CCC2(CC1)NCCc1[nH]cnc12)c1cccc(F)c1 | 5 | 27 | -25 | 0 | -4 | 12 | -8 | -4 | 4 | -10 | 13
O=C(CN1CCN(C(=O)c2ccccc2)CC1)Nc1cccc(S(=O)(=O)N2CCCC2)c1 | 7 | 0 | 5 | -12 | 9 | -7 | 8 | -8 | 4 | -10 | -16
Cn1cccc1C1CCCN1CC(=O)Nc1c(Cl)cc(Cl)cc1Cl (stereo not drawn) | -6 | 15 | 8 | -3 | -8 | 2 | -12 | 6 | -7 | -8 | -14

High-throughput results deposited in PubChem by several laboratories.
